# Screens: PubChem BioAssay, several laboratories
# MrgX1 PAM – human MrgX1 positive allosteric modulation, primary screen | MrgX1-HEK293, Fluo-4 calcium flux, FDSS; hits give high values | AID 588675 | B-score at 10 µM | Q96LB2 | 310,000 tested, 0.63% active;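 active means plate-corrected calcium response at least 3 library SD above typical, normal starting fluorescence, not activating the receptor alone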;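 further: compound read alongside a low EC10 to EC30 dose of BAM8-22 agonist; peak minus trough fluorescence over baseline measured at the second addition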
# TMEM16A inh – blocks the mouse calcium-activated chloride channel TMEM16A | HEK293 TMEM16A/YFP iodide influx fluorescence, ionomycin | 310,000 tested, 1.2% active | normalized B-score (activity score, 25-100; higher = stronger inhibition) at 10 µM | AID 588511;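 active means ratio plate-corrected score three or more library SD toward inhibition, starting fluorescence score within five deviations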;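 further: score derived from kinetic fluorescence span divided by baseline fluorescence per well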
# TRPC4 inh – TRPC4 (mouse) channel inhibition; Q9QUQ5; HEK293 TRPC4beta/mu-opioid, DAMGO-evoked Fluo4 calcium flux; hits give low values; B-score at 10 µM; 300,000 tested, 0.39% active; AID 2247;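 active means B-score over 3 SD under the library average, no early fluorescence shift, positive overall ratio signal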
# Target sequence (Q9QUQ5 whole entry, looked up): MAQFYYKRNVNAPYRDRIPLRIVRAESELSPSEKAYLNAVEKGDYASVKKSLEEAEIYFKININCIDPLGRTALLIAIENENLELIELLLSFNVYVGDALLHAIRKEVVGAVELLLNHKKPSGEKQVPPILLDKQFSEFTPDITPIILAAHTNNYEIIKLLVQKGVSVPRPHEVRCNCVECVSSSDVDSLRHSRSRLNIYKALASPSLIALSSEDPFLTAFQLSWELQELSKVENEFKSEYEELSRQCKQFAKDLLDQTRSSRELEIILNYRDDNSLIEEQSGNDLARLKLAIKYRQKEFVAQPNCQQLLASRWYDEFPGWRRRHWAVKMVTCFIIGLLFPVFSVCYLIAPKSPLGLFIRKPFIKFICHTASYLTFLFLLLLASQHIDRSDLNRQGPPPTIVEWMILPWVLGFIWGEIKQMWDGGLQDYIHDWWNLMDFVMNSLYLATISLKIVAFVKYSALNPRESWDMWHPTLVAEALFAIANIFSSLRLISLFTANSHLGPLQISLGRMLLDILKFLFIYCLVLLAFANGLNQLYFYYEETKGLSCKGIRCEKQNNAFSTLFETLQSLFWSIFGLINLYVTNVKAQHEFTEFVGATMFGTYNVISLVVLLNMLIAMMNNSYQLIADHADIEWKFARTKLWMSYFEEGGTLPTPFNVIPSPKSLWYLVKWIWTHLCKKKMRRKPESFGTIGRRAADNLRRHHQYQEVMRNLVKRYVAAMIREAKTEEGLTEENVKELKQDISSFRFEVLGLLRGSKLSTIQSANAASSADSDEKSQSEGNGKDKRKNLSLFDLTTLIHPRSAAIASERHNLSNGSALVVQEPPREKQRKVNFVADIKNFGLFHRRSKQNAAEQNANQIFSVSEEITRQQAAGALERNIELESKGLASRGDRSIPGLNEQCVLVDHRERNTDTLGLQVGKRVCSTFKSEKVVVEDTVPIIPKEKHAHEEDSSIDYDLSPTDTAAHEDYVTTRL
#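 Material: HEK293 cells with stable TRPC4beta plus mu-opioid receptor expression; probe or stimulus: DAMGO in two steps, submaximal then maximal; technique: Fluo4 calcium fluorescence by kinetic imaging, 5 s 1 Hz baseline; measure: integrated fluorescence ratio relative to baseline, converted to per-well B score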
# SKKanGAS inh – blocks kanamycin growth of S. pyogenes SKKanGAS strain | BacTiter-Glo, 6 h | inhibition, % at 7.5 µM | 300,000 tested, 1.3% active | AID 1662;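 active means mean replicate score, as percent of positive control median, at least 50; inconclusive means mean below 50 but one replicate at or above 50; inactive means mean and every replicate below 50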;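 further: strain carries kanamycin resistance gene driven by streptokinase promoter and grows in 40 µg/ml kanamycin; loss of luminescence reflects streptokinase promoter inhibition or plain growth inhibition; 0% = median of DMSO wells and 100% = positive control at its reference dose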
# TRPC4 act – activators of mouse TRPC4 channel; HEK293 TRPC4beta/mu-opioid, Fluo4 calcium fluorescence; hits give high values; B-score at 10 µM; 310,000 tested, 0.49% active; AID 2237;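 active means B-score above 5 SD of library B-scores, and initial fluorescence ratio not above library mean plus 5 SD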;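 further: positive B-score marks a calcium rise read as TRPC4 activation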
#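 Material: HEK293 stable line with TRPC4beta plus mu-opioid receptor; technique: Fluo4 calcium-sensitive dye fluorescence, kinetic, 1 Hz baseline; timing: Fluo4 dye loading 45 min at room temperature, 110 s recording; controls: assay buffer as low control, maximal DAMGO as high control; read-out: integrated baseline-normalised fluorescence ratio, converted to per-well B score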
# MrgX1 agonist – activates human MrgX1 receptor signaling | Q96LB2 | MrgX1-HEK293 cells, Fluo-4 calcium fluorescence, agonist mode; hits give high values | 310,000 tested, 0.44% active | AID 588627 | B-score at 10 µM;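 active means calcium response B-score plate-corrected fluorescence ratio at least 3 library SD, with starting fluorescence B-score inside 5 SD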
#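 System: HEK293 cells stably expressing human MrgX1 receptor; Dosing: test compound in the initial addition of three; Schedule: overnight plating, then 30 min 37 °C plus 30 min room-temperature dye loading; Detection: kinetic calcium dye fluorescence, Fluo-4 NW; Controls: per-plate positive and negative controls for Z′ factor.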
# TRPC4 PAM – allosterically enhances the mouse TRPC4 cation channel; Q9QUQ5; HEK293 TRPC4beta/mu-opioid, DAMGO EC20, Fluo-4 Ca2+ flux; hits give high values; B-score at 10 µM; 310,000 tested, 0.42% active;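 active means B-score of calcium response area above 5 SD of library B-scores, with initial fluorescence ratio within 5 SD of library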;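 further: B-score of integrated fluorescence ratio over time as area under calcium response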
# ANO1 activ – activates or potentiates the mouse TMEM16A chloride channel | Q8BHY3 | HEK293 TMEM16A/YFP-H148Q/I152L, iodide quench fluorescence; hits give low values | B-score at 10 µM | 340,000 tested, 0.3% active;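 active means fluorescence-ratio B-score plate-corrected deviation score at least 3 library SD below zero, with starting fluorescence score within 5 deviations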;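 further: channel opened by trigger with iodide after compound preincubation; score built on the fluorescence ratio of max minus min over baseline; more negative score means more quench and so TMEM16A activation or potentiation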
# MrgX1 antagonist – blocks BAM8-22 activation of human MrgX1 receptor. MRGX1-HEK293 calcium flux, Fluo-4, BAM8-22 antagonism; hits give low values. B-score at 10 µM. 310,000 tested, 1.3% active;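 active means calcium-response B-score plate-corrected more than 3 library SD below zero, starting fluorescence within 5 deviations, no agonist response on first addition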;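 further: peak minus trough fluorescence over baseline after final BAM8-22 challenge near maximal dose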
# TRPC6 activator – mouse TRPC6 channel activation; Q61143; HEK293-TRPC6 membrane potential dye fluorescence; hits give high values; B-score at 10 µM; 310,000 tested, 0.13% active;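 active means B-score of the integrated fluorescence ratio above library mean plus 3 SD, and starting fluorescence ratio within library mean plus 5 SD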;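 further: higher score means more depolarization so channel activation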
# TRPC6 inh – inhibitors of mouse TRPC6 channel; HEK293-TRPC6, membrane potential dye, ACh-evoked depolarization; hits give low values; 310,000 tested, 1.1% active; AID 2553; B-score at 10 µM; Q61143;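 active means B-score under library mean minus 3 SD, initial fluorescence not abnormally high, positive integrated signal ratio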;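 further: B-score derived from integrated fluorescence ratio over the kinetic read; more negative B-score means stronger inhibition of depolarization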
# * marks the source's active call; other numbers are inactive results; i = inactive; ? = inconclusive; / = not tested or not shown.
# Values in the order – MrgX1 PAM, TMEM16A inh, TRPC4 inh, SKKanGAS inh, TRPC4 act, MrgX1 agonist, TRPC4 PAM, ANO1 activ, MrgX1 antagonist, TRPC6 activator, TRPC6 inh
> O=C1NC(c2ccccc2)=C(c2ccc3ccccc3n2)C(c2ccccc2)N1 (configuration not stated)
 : i, i, i, -1, i, i, i, i, i, i, i
> CCOC(=O)c1[nH]c2ccc(OC)cc2c1NC(=S)N1CCN(c2ccccc2OC)CC1
 : i, i, i, 5, i, i, i, i, i, i, i
> CC(C)n1c(N2CCCC2)nc2c1c(=O)[nH]c(=O)n2C
 : i, i, i, 2, i, i, i, i, i, i, i
> O=C(/C=C/c1ccc(Cl)cc1)Nc1ccc(N2CCCCC2)cc1
 : i, i, i, 0, i, i, i, i, i, i, i
> COCCNS(=O)(=O)c1ccc(Cl)c(C(=O)NC2CCN(Cc3ccccc3)CC2)c1
 : i, i, i, -1, i, i, i, i, i, i, i
> CCOC(=O)N1CCN(CCC(=O)Nc2ccc(Br)cc2)CC1
 : i, i, i, -4, i, i, i, i, i, i, i
> CCOC(=O)N1CCC(N2Cc3cccc(C(=O)NCc4ccc(OC)cc4)c3C2=O)CC1
 : i, i, i, -1, i, i, i, /, i, i, -7.7*
> CCNC(=O)CC1C(=O)N(c2ccccc2)C(=O)N1Cc1ccc(OC)cc1 (configuration not stated)
 : i, i, i, 5, i, i, i, i, i, i, i
> COCCCNCCC(CCC(C)C)c1ccc2c(c1)OCO2 (configuration not stated)
 : i, i, i, -3, i, i, i, i, i, i, i
> Fc1ccc(Cn2nnnc2CN2CCc3ccccc3C2)cc1
 : i, i, i, -6, i, i, i, i, i, i, i
> CC(=O)c1cccc(OCc2cc(C(=O)N3C[C@@H](C)O[C@@H](C)C3)no2)c1
 : i, i, i, -1, i, i, i, i, i, i, i
> C[C@@]12C(=O)Nc3cc(Cl)ccc3C(=O)N1[C@H]1c3ccccc3OC[C@@H]1[C@@H]2c1ccccc1
 : i, i, /, /, /, i, /, i, i, /, /
> Cn1c(CC(=O)NC(C)(C)CO)c(Sc2ccccc2)c2ccccc21
 : i, i, i, -11, i, i, i, i, i, i, i
> Cc1noc(C)c1CCC(=O)N1CCCC(N2CCN(c3ccc(F)cc3)CC2)C1 (configuration not stated)
 : i, i, i, 3, i, i, i, i, i, i, i
> O=C1N=C(N2CCN(c3ccccc3)CC2)S/C1=C/c1cccs1
 : i, i, i, 10, i, i, i, i, i, i, i
> CC(C)(C)C(=O)Nc1c(Br)c(C2CC2)nn1-c1ccccc1
 : i, i, i, 2, i, i, i, i, i, i, i
> O=C(Nc1ccccc1)/C(=C\c1ccco1)NC(=O)c1ccco1
 : i, i, i, 6, i, i, i, i, i, i, i
> O=C(NCCCc1ccccc1)C1CCC(CNc2c(N3CCCCC3)c(=O)c2=O)CC1 (configuration not stated)
 : i, i, i, 0, i, i, i, i, i, i, i
> CCCN1CC(=O)N2C(c3ccccc3)c3[nH]c4ccccc4c3C[C@H]2C1=O (some centres not stated)
 : i, i, i, 11, i, i, i, i, i, i, i
> COc1ccc(CCNC(=O)C2CCCN(C(=O)c3ccc(Cl)cc3)C2)cc1 (configuration not stated)
 : i, i, i, -1, i, i, i, i, i, i, i
> Cc1occc(=O)c1OCc1c(Cl)cccc1Cl
 : i, i, i, 2, i, i, i, /, i, i, i
> CN(C)c1nc(Nc2ccccc2)nc(N(C)C)n1
 : i, i, i, 3, i, i, i, i, i, i, i
> O=S(=O)(Nc1ccccc1Cl)c1ccc(F)cc1
 : i, i, i, -1, i, i, i, i, i, i, i
> CCN(Cc1ccccc1)CC(O)COC(c1ccc(OC)cc1)c1ccc(OC)cc1 (configuration not stated)
 : i, i, i, 1, i, i, i, i, i, i, i
> O=C(Nc1ccccc1N1CCCCC1)c1cccs1
 : i, i, i, 0, i, i, i, i, i, i, i
> CC12CC3CC(C)(C1)CC(C(=O)NNC(=O)c1ccncc1)(C3)C2
 : i, i, i, -5, i, i, i, i, i, i, i
> Cc1c(O)c(=O)ccn1C
 : i, i, i, 1, i, i, i, i, i, i, i
> COc1cccc(CN2C(=O)CN(C3CCCCC3)C(=O)C2c2ccc(F)cc2)c1 (configuration not stated)
 : i, i, i, -2, i, i, i, i, i, i, i
> Cc1ccc2nc(-c3ccc(NC(=O)COC(=O)c4cncc(Br)c4)cc3)sc2c1
 : /, /, i, -2, i, /, i, i, /, i, i
> CC(NS(=O)(=O)c1ccc(Cl)cc1)C(=O)NCCC1=CCCCC1 (configuration not stated)
 : i, i, i, 5, i, i, i, i, i, i, i
> CCCN1C(=O)CC(c2ccco2)Sc2ccccc21 (configuration not stated)
 : i, i, /, 2, i, i, i, i, i, i, i
> O=C(Nc1ccccc1N1CCN(C(=O)c2ccccc2)CC1)c1ccccc1Cl
 : i, i, i, ?, i, i, i, i, i, i, i
> O=C(NC(=O)c1ccccc1F)OCc1ccc(Cl)cc1Cl
 : i, i, i, -2, i, i, i, i, i, i, i
> COc1ccc(NC2=C(C(C)=O)C(c3ccc4c(c3)OCO4)C(C(C)=O)C(C)(O)C2)cc1 (configuration not stated)
 : i, i, i, -3, i, i, i, i, i, i, i
> COc1ccc(/C=N\NC(=O)c2ccc(F)cc2)cc1COc1cc(F)ccc1[N+](=O)[O-]
 : i, i, i, 17, i, i, i, i, i, i, i
> Cc1c(C)c2ccc(OCC(=O)NCCCn3ccnc3)c(C)c2oc1=O
 : i, i, i, 4, i, i, i, i, i, i, i
> O=c1[nH]c(SCc2ccccc2)nnc1-c1ccccc1
 : i, i, i, 4, i, i, i, i, i, i, i
> COc1ccc(CNC(=O)c2c[nH]c3c(OC)cc(OC)cc3c2=O)cc1
 : i, i, i, 5, i, i, i, i, i, i, i
> O=C(N1CCN(Cc2ccccc2)CC1)C(Cl)(Cl)Cl
 : i, i, i, -1, i, i, i, i, i, i, i
> CC(C)OCCCN1CN(S(=O)(=O)c2cccs2)c2nc3ccccc3nc21
 : i, i, i, -7, i, i, i, /, i, i, i
> O=C(CNc1c(Br)cc(Br)cc1Br)NN=C1CCCCC1
 : i, i, i, 8, i, i, i, /, i, i, i
> COc1ccc(Cc2c(O)nc(SCC(=O)c3ccc(OC)cc3)[nH]c2=O)cc1
 : i, i, i, -20, i, i, i, i, i, i, i
> O=C1CCCc2ccccc2N1Cc1c(Cl)cccc1Cl
 : i, i, i, 3, i, i, i, i, i, i, i
> CCOC(=O)c1ccc(N2C(=O)C3CC=C(C)CC3C2=O)cc1 (configuration not stated)
 : i, i, i, -12, i, i, i, i, i, i, i
> Cc1ccc(C(=O)N/C(=C/c2ccco2)C(=O)NCC2CCCO2)cc1 (configuration not stated)
 : i, i, i, 2, i, i, i, i, i, i, i
> CCCN(C(=O)/C=C/c1ccco1)c1c(N)n(Cc2ccccc2)c(=O)[nH]c1=O
 : i, i, i, -1, i, i, i, i, i, i, i
> Cc1nc(NCCO)c(C#N)c2c1COC(C)(C)C2
 : i, i, i, 3, i, i, i, i, i, i, i
> O=C(CSc1nnnn1C1CCCC1)c1ccc2c(c1)OCCO2
 : i, i, i, 13, i, i, i, i, i, i, i
> O=C(NCCc1ccc(Cl)cc1)c1ccc(CNc2c(N3CCOCC3)c(=O)c2=O)cc1
 : i, i, i, -7, i, i, i, -6.6*, i, i, i
> COCCn1c(-c2ccccc2)nc2oc3cc(OC)ccc3c(=O)c2c1=O
 : i, i, /, -3, i, i, i, i, i, i, i
> Cc1ccc(NCCC(=O)c2ccc(Cl)cc2)cc1
 : i, i, i, -5, i, i, i, i, i, i, i
> O=C(NCCc1ccc(C(F)(F)F)cc1)c1ccc(Cl)nc1
 : i, i, i, 0, i, i, i, i, i, i, i
> COc1cc(NC2=Nc3cccc4cccc2c34)cc(OC)c1OC
 : i, i, i, -6, i, i, i, i, i, i, -5.1*
> COc1cnc(-c2ccccn2)nc1N(C)c1ccccc1
 : i, i, i, 72*, i, i, i, i, i, i, -5.9*
> COc1cccc(/C=N/NC(=O)c2cnccn2)c1
 : i, i, i, -3, i, i, i, i, i, i, i
> CCNS(=O)(=O)c1c(C)cc(C)c(N(C)S(=O)(=O)c2ccccc2)c1C
 : i, i, i, 1, i, i, i, i, i, i, i
> CCn1cc(Br)c(C(=O)Nc2ccc(F)cc2F)n1
 : i, i, i, -8, i, i, i, i, i, i, i
> O=C(Cc1ccc(Cl)cc1Cl)Nc1ccncc1Cl
 : i, 25*, i, 18, i, i, i, i, i, i, i
> Clc1ccc(SCc2cc(-c3ccc(Cl)cc3)on2)cc1
 : i, i, i, -5, i, i, i, i, i, i, i
> Cc1ccc(Cn2nnc3c(=O)n(CC(=O)OCc4ccccc4)cnc32)cc1
 : i, i, i, 6, i, i, i, i, i, i, i

# Next section.
# Values in the order – MrgX1 PAM, TMEM16A inh, TRPC4 inh, SKKanGAS inh, TRPC4 act, MrgX1 agonist, TRPC4 PAM, ANO1 activ, MrgX1 antagonist, TRPC6 activator, TRPC6 inh
> CC1(C)NC(=O)N(CC(O)CN2C(=O)NC(C)(C)C2=O)C1=O
 : i, i, i, 10, i, i, i, i, i, i, i
> Cc1ccc2nc(Nc3ccccc3)cc(C)c2c1
 : 14*, i, i, 1, i, i, i, i, i, i, i
> S=C1CCC(c2ccc(Br)cc2)=NN1c1ccccc1
 : i, i, i, 2, i, i, i, i, i, i, i
> O=C(O)c1ccc(/C=C/C(=O)c2ccc3c(c2)OCCCO3)cc1
 : i, i, i, -1, i, i, i, i, i, i, i
> N#CC1(NC(=O)CSc2nc3ccc([N+](=O)[O-])cc3s2)CCCCC1
 : i, i, i, 5, i, i, i, i, i, i, i
> CN(C)CCn1c2c(c(SCC(=O)Nc3ccc4c(c3)OCCO4)nc1=O)CCCC2
 : i, i, i, -2, i, i, i, i, i, i, i
> CCOc1ccc(C(O)(c2ccccc2)C(CN2CCCC2)c2ccccc2)cc1 (configuration not stated)
 : i, i, i, -3, i, i, i, i, i, i, i
> Cc1nc2ccc(F)cc2cc1C(=O)Nc1ccc(Cl)c(Cl)c1
 : i, i, i, 2, i, i, i, i, i, i, i
